Source: PubChem BioAssay (National Center for Advancing Translational Sciences (NCATS))
Imprint erasure: genomic imprint erasure induction | Potency, µM (series often up to 60.7 µM), for the others: at the highest dose activity change, positive = activation, usual class: activators | 110,000 tested, 0.02% active | mouse ES Peg3-LacZ reporter, beta-gal luminescence, 40 h;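 also: 0% = negative control wells on the plate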
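Imprint erasure is scored as LacZ activity from the silenced maternal Peg3 allele in feeder-free female ES cells cultured 40 h with LIF. Luminescence is normalized to in-plate negative controls and fitted to the Hill equation.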
p53ts 39C kill: kills p53ts cells at the nonpermissive temperature; AID 902; Potency, µM (top dose mostly 46.1 µM), without a hit: at the top dose activity change, negative = cell killing, usual class: cytotoxic; 130,000 tested, 1.5% active; H1299-p53A138V viability at 39C, ATP luminescence, 24 h; also: nearly all actives have a fitted effect of over 55% in size
IkB sig inh: IkB pathway inhibition in ABC-DLBCL cells. ABC-DLBCL IkBa-CBG/CBR dual luciferase ratio, 4 h; response scale: scaled: untreated 0%, proteasome inhibitor 100%. Potency, µM (series often up to 57.1 µM), for inactives: at the highest dose IkBa stabilization activation. 110,000 tested, 0.04% active; active = well fitted curve in the direction sought with a large enough effect in the signal ratio, not every such curve was filed as active; inconclusive = small, poorly fitted or top-dose-only effect, or a change in a side signal; the % refers to the signal ratio;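 also: the direction sought is a rising ratio; 0% = basal untreated cells and 100% = reference inhibitor full response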
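Luminescence ratio of IκBα-fused green versus native red beetle luciferase in OCI-Ly3 cells, 4 h post-doxycycline with compound; red signal alone, scaled from basal (0%) to zero light (-100%), flagged nonspecific or cytotoxic effects.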
p53ts 32C tox: cytotoxicity in p53ts cells at permissive temperature | H1299-p53A138V at 32C, ATP luminescence viability, 24 h | Potency, µM (top dose mostly 46.1 µM), for the others: top-dose activity change, negative = cytotoxicity, most hits filed as cytotoxic | 130,000 tested, 0.93% active;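 also: 0% = DMSO and -100% = full killing by reference compound; nearly all actives have a fitted effect of over 55% in size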
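Viability by ATPlite luminescence after 24 h compound treatment (up to 46 uM) at the permissive 32C. Cells are H1299 carrying p53 A138V. Scale runs from DMSO basal to 100 uM tamoxifen as full kill; AC50 from Hill fits.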
The depositor's hits bear a star; [ ] = another dose, or the depositor's remark. Unless noted, calls follow the shape of the dose curve; as a rule, active = well fitted curve in the direction sought with a large enough effect; inconclusive = small, poorly fitted or top-dose-only effect, or another doubt; inactive = no such curve, though single readings can be large; an effect the other way counts as inactive or inconclusive. Unless noted, % is scaled to controls: 0 for no effect and ±100 for the full control effect; potency is read from the fitted curve at half-maximal effect.

For CCc1ccccc1NC(=O)c1cnc2sc(N3CCOCC3)nn2c1=O the results were Imprint erasure -9%[10.9 µM], p53ts 39C kill 34%[activator], IkB sig inh -0.7% and p53ts 32C tox 2%.
Screening O=C(CSc1nc2c(c(=O)[nH]1)CN(Cc1ccc3c(c1)OCO3)CC2)Nc1ccccc1Cl returned Imprint erasure -9%[10.9 µM], p53ts 39C kill -6%, IkB sig inh 0.0% and p53ts 32C tox 1%.
For O=C(Nc1nc2ccc(Cl)cc2s1)c1ccc(S(=O)(=O)N2CCCC2)cc1 the results were Imprint erasure -5%[10.9 µM], p53ts 39C kill -9%, IkB sig inh 2.6% and p53ts 32C tox 7%.
CC1(C)CC(=O)C=C(Nc2ccc(OCC(F)(F)C(F)F)cc2)C1 was read as Imprint erasure -12%, p53ts 39C kill -10%, IkB sig inh -0.7% and p53ts 32C tox -1%.
For CCC1CCCCN1C(=O)COC(=O)c1cc2ccccc2cc1O (stereo not drawn) the results were Imprint erasure -57%[inhibitor], p53ts 39C kill -12%, IkB sig inh inconclusive and p53ts 32C tox -22%.
`COc1cccc(CNC(=O)c2ccc(-c3nc(CS(=O)(=O)c4ccccc4)c(C)o3)cc2)c1` gave Imprint erasure -3%[10.9 µM], p53ts 39C kill 8%, IkB sig inh -0.8% and p53ts 32C tox -7%.
Screening CN(C)c1nc(N(C)C)nc(N(C)C)n1 returned Imprint erasure -6%, p53ts 39C kill 13%, IkB sig inh -0.1%[25.6 µM] and p53ts 32C tox -10%.
Screening Cc1onc(-c2ccccc2Cl)c1C(N)=O returned Imprint erasure -6%, p53ts 39C kill 4%, IkB sig inh 0.3% and p53ts 32C tox 4%.
COc1ccc(-c2nnc(SCC(=O)Oc3cccc(C)c3C)o2)cc1 was read as Imprint erasure -8%[10.9 µM], p53ts 39C kill -3%, IkB sig inh inconclusive and p53ts 32C tox 11%.
Screening COCCNC(=O)Nc1ccc2nc(C)sc2c1 returned p53ts 39C kill -7% and p53ts 32C tox -6%.
For COc1ccc(CNC(=O)COC(=O)c2n[nH]c3ccccc23)cc1OC the results were Imprint erasure -10%, p53ts 39C kill 9%, IkB sig inh inconclusive and p53ts 32C tox 6%.
For Cc1ccc(C(=O)OCC(=O)Nc2ccccc2)cc1NC(=O)c1ccco1 the results were Imprint erasure -4%, p53ts 39C kill -2%, IkB sig inh inconclusive and p53ts 32C tox -2%.
`NC(=O)C1CCN(S(=O)(=O)c2cc3c(cc2Cl)NC(=O)CO3)CC1` gave Imprint erasure -4%[10.9 µM], p53ts 39C kill -7%, IkB sig inh -1.6% and p53ts 32C tox 9%.
`CCOc1ccc(NC(=O)NCc2ccc3c(c2)CCN3C(C)=O)cc1` gave Imprint erasure -8%[10.9 µM], p53ts 39C kill -9%, IkB sig inh 4.6% and p53ts 32C tox -2%.
COc1ccccc1NC(=O)c1ccc(-c2ccccc2F)o1 was read as Imprint erasure -25%, p53ts 39C kill 3%, IkB sig inh 0.5% and p53ts 32C tox 5%.
Nn1c(SCC(=O)Nc2ccc(S(=O)(=O)N3CCCC3)cc2)nnc1C(F)(F)F was read as Imprint erasure 0%, p53ts 39C kill -4%, IkB sig inh 0.3% and p53ts 32C tox -7%.
`CCn1c(=O)cc(OCC(=O)Nc2nc(C)cs2)c2ccccc21` gave Imprint erasure -1%, p53ts 39C kill 8%, IkB sig inh 8.7% and p53ts 32C tox -9%.
For CC(C)c1nn2c(=O)cc(COC(=O)c3cccc(NC(=O)CCc4ccccc4)c3)nc2s1 the results were Imprint erasure 19%[10.9 µM], p53ts 39C kill -11%, IkB sig inh inconclusive and p53ts 32C tox inconclusive.
Screening COc1ccc(NC(=O)CN2C(=O)COc3ccc(S(=O)(=O)N4CCCCCC4)cc32)cc1 returned Imprint erasure -17%[10.9 µM], p53ts 39C kill 0%, IkB sig inh 1.8% and p53ts 32C tox 4%.
For Cc1ccc(NC(=O)CN2CCN(C3CCCCC3)C(=O)C2=O)cc1C the results were Imprint erasure -3%[10.9 µM], p53ts 39C kill 0%, IkB sig inh inconclusive and p53ts 32C tox -2%.
`O=C(CSc1nc(=O)n(Cc2ccccn2)c2c1CCC2)Nc1cccc(Cl)c1` gave Imprint erasure 7%[10.9 µM], p53ts 39C kill -7%, IkB sig inh inconclusive and p53ts 32C tox 9%.
Screening Cc1cccc(NC(=O)C(=O)c2cc(C)n(-c3ccccc3)c2C)c1C returned Imprint erasure -10%[10.9 µM], p53ts 39C kill 3%, IkB sig inh inconclusive and p53ts 32C tox 4%.
O=C(c1cccc(-n2cnnn2)c1)N1CC=C(c2ccccc2)CC1 was read as Imprint erasure -13%, p53ts 39C kill -2%, IkB sig inh 1.7% and p53ts 32C tox 5%.
Screening COC(=O)c1ccccc1Nc1ccccc1 returned Imprint erasure -15%, p53ts 39C kill 12%, IkB sig inh -1.7% and p53ts 32C tox 9%.
COC(=O)[C@H](CCSC)NC(=O)C/C=C\[C@@H](C)CO was read as p53ts 39C kill 12%[9.22 µM] and p53ts 32C tox -8%[9.22 µM].
Screening COCCn1c(CNC(=O)c2cccc(N(C)C)c2)nc2cccnc21 returned Imprint erasure 4%[10.9 µM], p53ts 39C kill -25%, IkB sig inh -1.1% and p53ts 32C tox -2%.
For CC(C)CCOc1ccc(C(=O)Nc2sc3c(c2C#N)CCCCC3)cc1 the results were Imprint erasure -12%[10.9 µM], p53ts 39C kill 1%, IkB sig inh 7.6% and p53ts 32C tox 9%.
CCOC(=O)c1c(S(=O)(=O)N2CCCC(C(=O)Nc3cccc(Cl)c3)C2)c(C)n(C)c1C (stereo not drawn) was read as Imprint erasure -9%[10.9 µM], p53ts 39C kill -5%, IkB sig inh -3.2% and p53ts 32C tox 1%.
Screening CC(=O)N1CCC[C@@]2(CCN(Cc3ccc(C#N)cc3)C2)C1 returned p53ts 39C kill 3%, IkB sig inh -0.7%[11.4 µM] and p53ts 32C tox -7%.
For COCCCn1c(SCC(=O)NC2CCCC2)nnc1-c1ccco1 the results were Imprint erasure -1%, p53ts 39C kill -17%, IkB sig inh -0.1% and p53ts 32C tox 3%.
Cc1ccc(C)c(NC(=O)CC(NCCCN2CCOCC2)C(=O)O)c1 (stereo not drawn) was read as Imprint erasure -8%, p53ts 39C kill -7%, IkB sig inh -1.2% and p53ts 32C tox -7%.
For CC1(C)NC(=O)N(CC(O)CN2C(=O)CCC2=O)C1=O (stereo not drawn) the results were Imprint erasure -4%, p53ts 39C kill 5%, IkB sig inh 0.9% and p53ts 32C tox -1%.
Screening COc1ccccc1-c1cncnc1NCc1cccs1 returned Imprint erasure inconclusive, p53ts 39C kill -8%, IkB sig inh -0.6%[11.4 µM] and p53ts 32C tox 7%.
Cc1ccc2ccc3cc(C(=O)Nc4ccc(C)c(F)c4)nc3c2[nH]1 was read as Imprint erasure 3%[10.9 µM], p53ts 39C kill -30%, IkB sig inh inconclusive and p53ts 32C tox -5%.
For Cn1c(=O)[nH]c2cc3ccccc3cc21 the results were Imprint erasure -11%, p53ts 39C kill -18%, IkB sig inh 3.2% and p53ts 32C tox -16%.
Screening CCc1ccccc1NC(=O)Cn1c(=O)oc2ccccc21 returned Imprint erasure -11%[10.9 µM], p53ts 39C kill -4%, IkB sig inh -0.9% and p53ts 32C tox 11%.
`O=C(O)Cc1cc2c(s1)CCCCC2` gave Imprint erasure 1%, p53ts 39C kill 4%, IkB sig inh 1.3% and p53ts 32C tox 2%.
For Cn1cccc1Cc1nnc(SCC(=O)Nc2cccc(F)c2)n1-c1ccc(F)cc1 the results were Imprint erasure -8%, p53ts 39C kill 1%, IkB sig inh 0.0% and p53ts 32C tox 2%.
For Cc1oc(-c2ccc(C(=O)NCCCOC(C)C)cc2)nc1CS(=O)(=O)c1ccccc1 the results were Imprint erasure 5%[10.9 µM], p53ts 39C kill 15%, IkB sig inh inconclusive and p53ts 32C tox 2%.
Screening Cc1c(NC(=O)Nc2cccc(C(F)(F)F)c2)sc2nc3n(c(=O)c12)CCC(C)CC3 (stereo not drawn) returned Imprint erasure inconclusive, p53ts 39C kill -3%, IkB sig inh inconclusive and p53ts 32C tox 3%.
CCOC(=O)c1c(C)oc2nc(C)nc(NCc3ccc(C)cc3)c12 was read as Imprint erasure -4%[10.9 µM], p53ts 39C kill -3%, IkB sig inh inconclusive and p53ts 32C tox 2%.
`Cn1c(=O)c(-c2cccs2)nc2cnc(Oc3ccccc3)nc21` gave p53ts 39C kill 4%, IkB sig inh -2.4%[11.4 µM] and p53ts 32C tox -6%.
`CCOc1ccc(NC(=O)C2CCC(C)(C(=O)O)C2(C)C)cc1` (stereo not drawn) gave Imprint erasure -1%, p53ts 39C kill 5%, IkB sig inh -0.6% and p53ts 32C tox 1%.
CCCOc1ccc(OC(=O)c2sc3ncn(Cc4cccc(F)c4)c(=O)c3c2C)cc1 was read as Imprint erasure -14%[10.9 µM], p53ts 39C kill 10%, IkB sig inh inconclusive and p53ts 32C tox -12%.
For OCC1(C2=NOC(O)(C(F)(F)F)C2)CCCCC1 (stereo not drawn) the results were Imprint erasure -7%, p53ts 39C kill 1%, IkB sig inh -0.1% and p53ts 32C tox 9%.
Screening O=C(NCc1c(-n2cccc2)sc2c1CCCC2)Nc1cccc(C(F)(F)F)c1 returned Imprint erasure -5%[10.9 µM], p53ts 39C kill -1%, IkB sig inh -1.6% and p53ts 32C tox -4%.
`CC(=O)N1CCN=C1SCc1ccc(Br)cc1` gave Imprint erasure -16%, p53ts 39C kill -13%, IkB sig inh -2.0% and p53ts 32C tox -15%.
`FC(F)(F)c1cc(-c2ccccc2)nc2cc(-c3ccccc3)nn12` gave Imprint erasure -15%[10.9 µM], p53ts 39C kill -5%, IkB sig inh -1.0% and p53ts 32C tox -9%.
Cc1cc(Nc2ccccc2Br)n2nc(C)nc2n1 was read as Imprint erasure -3%, p53ts 39C kill 7%, IkB sig inh -3.0% and p53ts 32C tox 4%.
`CCC(C(=O)Nc1ccc(C(C)C)cc1)n1nc(C)n2c(cc3cc(C)ccc32)c1=O` (stereo not drawn) gave Imprint erasure -14%[10.9 µM], p53ts 39C kill -9%, IkB sig inh -0.2% and p53ts 32C tox 9%.
Cc1csc(SCc2c(C(=O)O)oc3ccccc23)n1 was read as Imprint erasure 4%, p53ts 39C kill -5%, IkB sig inh 0.6% and p53ts 32C tox 9%.
For Cc1ccc(C)c(NC(=O)Nc2cccc(-c3cn4cccnc4n3)c2)c1 the results were Imprint erasure 13%[10.9 µM], p53ts 39C kill 12%, IkB sig inh 0.0% and p53ts 32C tox -7%.
CCCCC(=O)NCc1ccc2c(c1)cc(C)n2C was read as Imprint erasure -15%, p53ts 39C kill 8%, IkB sig inh 0.0% and p53ts 32C tox 4%.
Screening Cc1ccc(S(=O)(=O)Nn2c(C)ccc2C)cc1 returned Imprint erasure -30%, p53ts 39C kill 3%, IkB sig inh 0.4% and p53ts 32C tox -1%.
`COc1cc(OC)c(OC)cc1CNCCCSc1nnnn1C` gave Imprint erasure -8%[10.9 µM], p53ts 39C kill 0%, IkB sig inh -0.4% and p53ts 32C tox -2%.

Pulled one by one from the entries so far:
`FC(F)(F)c1cc(-c2ccccc2)nc2cc(-c3ccccc3)nn12` gave Imprint erasure -15%[10.9 µM], p53ts 39C kill -5%, IkB sig inh -1.0% and p53ts 32C tox -9%.
For OCC1(C2=NOC(O)(C(F)(F)F)C2)CCCCC1 (stereo not drawn) the results were Imprint erasure -7%, p53ts 39C kill 1%, IkB sig inh -0.1% and p53ts 32C tox 9%.
`Cn1c(=O)c(-c2cccs2)nc2cnc(Oc3ccccc3)nc21` gave p53ts 39C kill 4%, IkB sig inh -2.4%[11.4 µM] and p53ts 32C tox -6%.

Structural class, the compounds so far with two or more sulfur atoms (3)
For O=C(Nc1nc2ccc(Cl)cc2s1)c1ccc(S(=O)(=O)N2CCCC2)cc1 the results were Imprint erasure -5%[10.9 µM], p53ts 39C kill -9%, IkB sig inh 2.6% and p53ts 32C tox 7%.
Nn1c(SCC(=O)Nc2ccc(S(=O)(=O)N3CCCC3)cc2)nnc1C(F)(F)F was read as Imprint erasure 0%, p53ts 39C kill -4%, IkB sig inh 0.3% and p53ts 32C tox -7%.
Cc1csc(SCc2c(C(=O)O)oc3ccccc23)n1 was read as Imprint erasure 4%, p53ts 39C kill -5%, IkB sig inh 0.6% and p53ts 32C tox 9%.
